Source: PubChem BioAssay (several laboratories)
MDM2 E3 inh – MDM2-luciferase reporter signal enhancers, primary screen, MDM2 E3 ligase inhibitor project, cell-based, luminescence, 1536-well; 210,000 tested, 0.11% active; cell-based MDM2 ubiquitination luciferase reporter, 2 h; 0 = plate control, 100 = twice control, blank-subtracted; E3 ubiquitin-protein ligase Mdm2 (Homo sapiens), Q00987; signal enhancement, % at 5 µM;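 active = signal enhancement of 30% or more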;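 also: luminescence tracks abundance of the self-degrading MDM2-luciferase fusion protein; higher signal means inhibition of MDM2 E3 ligase activity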
Target sequence (Q00987 whole entry, looked up, the tested form may be a part): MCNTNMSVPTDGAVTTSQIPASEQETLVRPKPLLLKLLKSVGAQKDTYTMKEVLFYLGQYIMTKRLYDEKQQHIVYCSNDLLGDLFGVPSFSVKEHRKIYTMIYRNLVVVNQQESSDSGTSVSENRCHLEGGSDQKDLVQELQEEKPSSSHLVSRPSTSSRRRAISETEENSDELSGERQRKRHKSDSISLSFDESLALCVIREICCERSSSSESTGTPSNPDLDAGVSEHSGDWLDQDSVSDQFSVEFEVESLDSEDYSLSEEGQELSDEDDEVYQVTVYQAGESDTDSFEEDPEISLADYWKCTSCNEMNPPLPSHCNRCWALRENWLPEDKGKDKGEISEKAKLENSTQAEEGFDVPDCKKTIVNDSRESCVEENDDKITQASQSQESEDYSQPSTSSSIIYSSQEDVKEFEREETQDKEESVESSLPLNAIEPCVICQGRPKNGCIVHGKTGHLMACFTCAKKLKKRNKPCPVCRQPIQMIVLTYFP
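Assay system: stable mammalian line carrying autodegrading MDM2–luciferase fusion reporter; Input: 2000 cells in each well; Compound dosing: single-point 5 µM; Schedule: 2 h compound exposure at 37 °C; Signal: SteadyLite luciferase luminescence after 15 min room-temperature reagent incubation; Evaluation: % luminescence enhancement versus blank-corrected plate control mean; Benchmarks: plate controls and plate blanks.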
TNF death inh – inhibitors of TNF-alpha triggered necroptosis, primary screen, cell-based, Jurkat FADD-/-, single concentration; Jurkat FADD-/- TNF necroptosis rescue, ATP luminescence, 24 h; 0 = TNF only, 100 = no-TNF cells; activation (protection from cell death), % at 10 µM; 220,000 tested, 0.068% active; AID 463075, 2010;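 active = activation, meaning protection from cell death, of at least 50% relative to plate controls; inactive = activation below 50%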;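 also: necroptosis triggered by 40 ng/mL TNF-alpha added together with compound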
TRPML3 agonist – human TRPML3 channel agonists, primary screen, cell-based, HEK293 TRPML3-YFP, Fluo-8 calcium fluorescence, 3 µM; Mucolipin-3 (Homo sapiens), Q8TDD5; 100% = the carbachol control signal; activation, % at 3 µM; 220,000 tested, 0.29% active;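 active = activation above its plate's cutoff, the mean activation of the plate's test wells plus 3 SD, cut at about 12% in these data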;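 also: 0% = DMSO only wells and 100% = carbachol wells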
Target sequence (Q8TDD5 whole entry, looked up): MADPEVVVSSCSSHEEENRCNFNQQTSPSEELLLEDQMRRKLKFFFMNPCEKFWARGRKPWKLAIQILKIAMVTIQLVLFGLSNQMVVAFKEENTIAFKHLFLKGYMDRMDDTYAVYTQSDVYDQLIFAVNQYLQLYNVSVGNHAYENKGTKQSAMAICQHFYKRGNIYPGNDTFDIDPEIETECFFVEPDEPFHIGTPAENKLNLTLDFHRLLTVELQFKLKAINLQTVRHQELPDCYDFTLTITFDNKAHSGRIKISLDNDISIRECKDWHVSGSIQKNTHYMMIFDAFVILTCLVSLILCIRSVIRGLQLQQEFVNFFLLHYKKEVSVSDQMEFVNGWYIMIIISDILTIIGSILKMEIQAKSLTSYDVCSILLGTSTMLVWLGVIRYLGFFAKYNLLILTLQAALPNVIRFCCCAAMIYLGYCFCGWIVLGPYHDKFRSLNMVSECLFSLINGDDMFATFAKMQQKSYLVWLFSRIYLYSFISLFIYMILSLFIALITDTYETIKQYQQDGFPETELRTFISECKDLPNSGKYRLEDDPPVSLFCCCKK
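Test system – HEK293 line with stable expression of human TRPML3-YFP channel · Control set – carbachol 87 µM final as high control (100%), DMSO as low control (0%) · Signal – Fluo-8 calcium dye fluorescence, ex 470-495, em 515-575 nm · Incubation – 1-h 37 °C dye load, 5-s basal, 120-s post-compound reads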
CHOP inhibitor – inhibitors of CHOP promoter induction, primary screen, cell-based, unfolded protein response, luciferase reporter | CHO-K1 CHOP-promoter luciferase, tunicamycin-induced, 15-18 h | inhibition, % at 10 µM | 220,000 tested, 3.8% active | AID 2732, 2010;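 active = compounds that reduced the stress-induced luciferase reporter signal by more than about 70% of percent inhibition, limit read from the data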;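 also: 0% = tunicamycin plus vehicle and 100% = wells without tunicamycin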
PPC-1+TRAIL kill – compounds killing PPC-1 cancer cells with TRAIL present, primary screen, TRAIL potentiator project, ATPLite luminescence, uHTS; AID 1443, 2008; cell killing (% activity), % at 4 µM; PPC-1 cells + TRAIL, ATPLite viability luminescence; 220,000 tested, 0.41% active;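 active = cell killing above 50% in the first pass at 4 µM, then a duplicate retest at 5 µM averaging 50% or more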;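 also: plate controls were cells with TRAIL plus DMSO for no effect and medium-only wells lacking cells for full effect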
EBV gp42 inh – Epstein-Barr virus gp42 inhibitors, primary screen, biochemical, uHTS, fluorescence polarization | AID 1085, 2008 | 220,000 tested, 0.42% active | Fluorescence polarization binding assay, mP read-out | inhibition, % (tested at 21.74 µM); in the data active = inhibition above about 50%
TRPN1 ag – zebrafish TRPN1 channel agonists, primary screen, cell-based, HEK293, calcium fluorescence; AID 1424, 2008; HEK293 zebrafish TRPN1-YFP, Fluo-8 calcium fluorescence; 100% = response to 87 µM carbachol; 220,000 tested, 0.18% active; activation, % at 3 µM; transient receptor potential cation channel N1 (TRPN1/NompC), Danio rerio;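 active = activation above its plate's cutoff, the mean activation of test wells on that plate plus 3 SD, cut at about 19% in these data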;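 also: 0% = DMSO alone and 100% = 87 µM carbachol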
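Assay system: Zebrafish TRPN1-YFP in HEK293 cells | Incubation: Dye loading 1 h at 37 °C, then 30 min room temperature | Measured by: Kinetic Fluo-8 fluorescence, ex 470-495, em 515-575 nm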
Runt-SMMHC FRET – inhibitors of RUNX1 Runt–CBFb-SMMHC binding, primary screen, biochemical, FRET, Cerulean-Runt, Venus-CBFb-SMMHC, uHTS; 220,000 tested, 0.74% active; Cerulean-Runt/Venus-CBFb-SMMHC FRET ratio 530/480, 1 h; Runt-related transcription factor 1 (Homo sapiens) + Core-binding factor subunit beta …; AID 1434, 2008; inhibition, % at 20 µM;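 active = mean inhibition across duplicate retests at 20 µM reaching about 50%, limit read from the data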;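 also: 0% = DMSO wells and 100% = wells with excess untagged CBFb-SMMHC; inhibitors lower the FRET ratio by blocking Runt binding to CBFb-SMMHC; some results filed as inactive read as strong as hits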
p47phox inh – p47phox/p22phox peptide binding inhibitors, primary screen, biochemical, uHTS, NADPH oxidase regulatory subunit. Neutrophil cytosol factor 1 (Homo sapiens), P14598. fluorescence polarization, 2 h. inhibition, % at 24.7 µM. 220,000 tested, 0.53% active. AID 1274, 2008;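 active = inhibition above about 30%, limit read from the data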;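 also: 0% = p47phox with labelled peptide and 100% = labelled peptide alone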
Numbers without * were called inactive; & = joins results of further samples. Rows are unselected. About 5.9% of those tested had a hit in this group.

CC1(C)C2C(Cl)(Cl)C2(C)c2ccccc2N1C=O (centres undefined) was read as MDM2 E3 inh 8, TNF death inh 5.9, TRPML3 agonist -0.4, CHOP inhibitor 8, PPC-1+TRAIL kill 9, EBV gp42 inh -18, TRPN1 ag 0.3, Runt-SMMHC FRET -4 and p47phox inh -4.
`COc1ccc2ccc(Oc3ncccn3)cc2c1` gave MDM2 E3 inh -21, TNF death inh -2.0, TRPML3 agonist 0.1, CHOP inhibitor 6, PPC-1+TRAIL kill 35, EBV gp42 inh 4, TRPN1 ag 0.7, Runt-SMMHC FRET -5 and p47phox inh -3.
Screening CCOC(=O)C1(CCOc2ccccc2)CCN(Cc2ccc(C)o2)CC1 returned MDM2 E3 inh 3, TNF death inh -1.3, TRPML3 agonist 2.7, CHOP inhibitor 0, PPC-1+TRAIL kill 15, EBV gp42 inh -5, TRPN1 ag 0.1, Runt-SMMHC FRET -1 and p47phox inh -15.
`CCc1ccc(CN(C)C(=O)CCc2nnc(-c3ccc(-c4ccccc4)cc3)o2)nc1` gave MDM2 E3 inh -12, TNF death inh 2.0, TRPML3 agonist 1.1, CHOP inhibitor 53, PPC-1+TRAIL kill 17, EBV gp42 inh -7, TRPN1 ag 2.2, Runt-SMMHC FRET -8 and p47phox inh -3.
For O=C(O)c1ccc(NC(=O)c2cccs2)cc1 the results were MDM2 E3 inh -21, TNF death inh -2.0, TRPML3 agonist -0.3, CHOP inhibitor 29, PPC-1+TRAIL kill 12, EBV gp42 inh -22, TRPN1 ag 0.3, Runt-SMMHC FRET -3 and p47phox inh -11.
Screening CCOc1ccc(-n2c(N)c(C(=O)NCc3ccco3)sc2=S)cc1 returned MDM2 E3 inh -9, TNF death inh 0.1, TRPML3 agonist -0.2, CHOP inhibitor 13, PPC-1+TRAIL kill 37, EBV gp42 inh -36, TRPN1 ag -1.4, Runt-SMMHC FRET 1 and p47phox inh -1.
`O=c1[nH]c2ccc(S(=O)(=O)N3CCN(Cc4ccccc4)CC3)cc2[nH]c1=O` gave MDM2 E3 inh -5, TNF death inh -3.0, TRPML3 agonist -0.2, CHOP inhibitor 23, PPC-1+TRAIL kill 2, EBV gp42 inh -11, TRPN1 ag 1.2, Runt-SMMHC FRET 2 and p47phox inh -1.
For O=C(Nc1cc(C(F)(F)F)ccc1N1CCOCC1)c1ccccc1 the results were MDM2 E3 inh -8, TNF death inh -0.3, TRPML3 agonist 0.0, CHOP inhibitor 16, PPC-1+TRAIL kill -2, EBV gp42 inh -5, TRPN1 ag -0.7, Runt-SMMHC FRET 2 and p47phox inh -6.
Screening CC(C)CC(=O)Nc1ccc(C(=O)Nc2cccc(O)c2)cc1 returned MDM2 E3 inh -16, TNF death inh 3.5, TRPML3 agonist 1.1, CHOP inhibitor -12, PPC-1+TRAIL kill 13, EBV gp42 inh 2, TRPN1 ag 0.6, Runt-SMMHC FRET 1 and p47phox inh 6.
For O=C(O)/C=C/C(=O)NC1CCC(CC2CCC(NC(=O)/C=C/C(=O)O)CC2)CC1 (centres undefined) the results were MDM2 E3 inh 10, TNF death inh -0.3, TRPML3 agonist 0.8, CHOP inhibitor -13, PPC-1+TRAIL kill 10, EBV gp42 inh -9, TRPN1 ag 0.4, Runt-SMMHC FRET 5 and p47phox inh 2.
For CC1CCN(S(=O)(=O)N2CCC(C(=O)O)CC2)CC1 the results were MDM2 E3 inh -2, TNF death inh 1.1, TRPML3 agonist 0.3, CHOP inhibitor 30, PPC-1+TRAIL kill 18, EBV gp42 inh -11, TRPN1 ag 1.2, Runt-SMMHC FRET 4 and p47phox inh -9.
Screening O=C(c1ccc2c3c(cccc13)CC2)C1CCCN(C(=O)c2ccc(=O)[nH]c2)C1 (centres undefined) returned MDM2 E3 inh 1, TNF death inh 1.9, TRPML3 agonist 0.7, CHOP inhibitor 15, PPC-1+TRAIL kill -26, EBV gp42 inh 1, TRPN1 ag -1.4, Runt-SMMHC FRET 0 and p47phox inh -58.
For Cn1c(Cn2c(=O)sc3ccccc32)nnc1SCC(=O)NCc1ccccc1Cl the results were MDM2 E3 inh -11, TNF death inh 1.5, TRPML3 agonist -0.3, CHOP inhibitor 21, PPC-1+TRAIL kill 24, EBV gp42 inh -12, TRPN1 ag -0.3, Runt-SMMHC FRET -5 and p47phox inh 4.
`COC(=O)c1nnn(CC(=O)NC(=O)Nc2ccc(F)cc2)c1C(=O)OC` gave MDM2 E3 inh 10, TNF death inh 1.3, TRPML3 agonist 0.6, CHOP inhibitor 1, PPC-1+TRAIL kill -17, EBV gp42 inh -16, TRPN1 ag -0.4, Runt-SMMHC FRET 3 and p47phox inh -6.
O=C(COC(=O)c1cc2c(s1)CCC2)Nc1ccc(F)cc1 was read as MDM2 E3 inh 4, TNF death inh -0.4, TRPML3 agonist 0.5, CHOP inhibitor 21, PPC-1+TRAIL kill 4, EBV gp42 inh 17, TRPN1 ag 1.9, Runt-SMMHC FRET 3 and p47phox inh 1.

Next section; the last 2 above are carried over.
`COC(=O)c1nnn(CC(=O)NC(=O)Nc2ccc(F)cc2)c1C(=O)OC` gave MDM2 E3 inh 10, TNF death inh 1.3, TRPML3 agonist 0.6, CHOP inhibitor 1, PPC-1+TRAIL kill -17, EBV gp42 inh -16, TRPN1 ag -0.4, Runt-SMMHC FRET 3 and p47phox inh -6.
O=C(COC(=O)c1cc2c(s1)CCC2)Nc1ccc(F)cc1 was read as MDM2 E3 inh 4, TNF death inh -0.4, TRPML3 agonist 0.5, CHOP inhibitor 21, PPC-1+TRAIL kill 4, EBV gp42 inh 17, TRPN1 ag 1.9, Runt-SMMHC FRET 3 and p47phox inh 1.
CCCCCn1ccc(=O)c2c(C(F)(F)F)nccc21 was read as MDM2 E3 inh -14, TNF death inh -2.7, TRPML3 agonist 1.7, CHOP inhibitor 29, PPC-1+TRAIL kill 8, EBV gp42 inh -11, TRPN1 ag 4.0, Runt-SMMHC FRET 39 and p47phox inh -10.
Screening CN(C)NC(=O)c1ccsc1NC(=O)c1ccc(S(=O)(=O)N(C)C)cc1 returned MDM2 E3 inh -25, TNF death inh 1.9, TRPML3 agonist 0.6, CHOP inhibitor 5, PPC-1+TRAIL kill 2, EBV gp42 inh -10, TRPN1 ag 3.3, Runt-SMMHC FRET -7 and p47phox inh -8.
For CCc1nnc(NC(=O)CSc2nnc(COc3ccccc3)n2Cc2ccccc2)s1 the results were MDM2 E3 inh -3, TNF death inh -3.4, TRPML3 agonist 0.6, CHOP inhibitor -6, PPC-1+TRAIL kill 7, EBV gp42 inh -1, TRPN1 ag 1.0, Runt-SMMHC FRET 4 and p47phox inh 5.
Screening COc1ccc(N=c2sc3ccccc3n2C)cc1 returned MDM2 E3 inh -9, TNF death inh -2.4, TRPML3 agonist -0.6, CHOP inhibitor 29, PPC-1+TRAIL kill 10, EBV gp42 inh 11, TRPN1 ag -2.9, Runt-SMMHC FRET -4 and p47phox inh -8.
For O=C(CNC(=O)Cc1ccccc1)NCC(=O)OCC(=O)c1ccc(F)cc1 the results were MDM2 E3 inh -5, TNF death inh 0.2, TRPML3 agonist 0.3, CHOP inhibitor 1, PPC-1+TRAIL kill 6, EBV gp42 inh 2, TRPN1 ag -0.5, Runt-SMMHC FRET -6 and p47phox inh -7.
For Cn1c(Cc2cccc3ccccc23)nnc1SCC(=O)N1CCN(c2cccc(Cl)c2)CC1 the results were MDM2 E3 inh -16, TNF death inh -5.6, TRPML3 agonist 1.9, CHOP inhibitor 79*, PPC-1+TRAIL kill 3, EBV gp42 inh -7, TRPN1 ag 2.1, Runt-SMMHC FRET -3 and p47phox inh -13.
`COCCNC(=O)NC(=O)COC(=O)c1cc([N+](=O)[O-])ccc1Sc1nc(C)cs1` gave MDM2 E3 inh -14, TNF death inh -0.2, TRPML3 agonist -0.2, CHOP inhibitor 21, PPC-1+TRAIL kill -6, EBV gp42 inh -25, TRPN1 ag 2.4, Runt-SMMHC FRET 0 and p47phox inh 0.
Cc1ccc2c(c1)C1CN(C)CCC1N2C(=O)COc1ccc(N(C)S(=O)(=O)c2cccs2)cc1 (centres undefined) was read as MDM2 E3 inh -3, TNF death inh 1.0, TRPML3 agonist 0.8, CHOP inhibitor 8, PPC-1+TRAIL kill -9, EBV gp42 inh -11, TRPN1 ag 1.4, Runt-SMMHC FRET -6 and p47phox inh -3.
O=C(Nc1nnc(-c2ccc3c(c2)CCCC3)o1)c1ccc(Cl)cc1Cl was read as MDM2 E3 inh -4, TNF death inh 0.1, TRPML3 agonist 0.3, CHOP inhibitor 98*, PPC-1+TRAIL kill 10, EBV gp42 inh -1, TRPN1 ag 0.7, Runt-SMMHC FRET -1 and p47phox inh -15.
`COc1ccc(OCC(=O)O/N=C(\N)c2ccc(OC)c(OC)c2)cc1` gave MDM2 E3 inh -9, TNF death inh 1.8, TRPML3 agonist -0.2, CHOP inhibitor 30, PPC-1+TRAIL kill -12, EBV gp42 inh -8, TRPN1 ag -1.1, Runt-SMMHC FRET -2 and p47phox inh 10.
`CC1=NS(=O)(=O)c2cc(Cl)ccc2N1` gave TNF death inh 0.7, TRPML3 agonist 0.4, CHOP inhibitor 11&-9, PPC-1+TRAIL kill 34, EBV gp42 inh -2, TRPN1 ag 0.9, Runt-SMMHC FRET 5 and p47phox inh 11.
`Cc1ccc(Nc2nc(C)cc(C)n2)c(Br)c1` gave MDM2 E3 inh -4, TNF death inh -2.7, TRPML3 agonist 0.6, CHOP inhibitor 33, PPC-1+TRAIL kill 3, EBV gp42 inh -8, TRPN1 ag 0.1, Runt-SMMHC FRET -3 and p47phox inh -11.
`Cc1nonc1C(=O)N/N=C/c1ccccc1` gave MDM2 E3 inh -7, TNF death inh 1.4, TRPML3 agonist 1.3, CHOP inhibitor -5, PPC-1+TRAIL kill 2, EBV gp42 inh -13, TRPN1 ag -0.1, Runt-SMMHC FRET 0 and p47phox inh 1.
`O=C(O)C1CCN(S(=O)(=O)N2CCOCC2)CC1` gave MDM2 E3 inh 9, TNF death inh 1.9, TRPML3 agonist 1.0, CHOP inhibitor 24, PPC-1+TRAIL kill 3, EBV gp42 inh -16, TRPN1 ag 0.0, Runt-SMMHC FRET -1 and p47phox inh -11.
